D1 potentiator: Potentiators of Human D1 Dopamine Receptor: qHTS; potentiation, % at 10 µM; 360,000 tested, 0.036% active; HEK293 TREx D1 cells, calcium flux, dopamine EC20 potentiation; D(1A) dopamine receptor (Homo sapiens), P21728; AID 504651, 2011; in the data active = potentiation above about 30%; also: 0% is about no effect
Glioma ERSR ind: qHTS for Inducers of the Endoplasmic Reticulum Stress Response (ERSR) in Human Glioma: qHTS | U87-MG GRP78 promoter luciferase reporter, 16 h | Potency, µM, for the others: at the top dose activation, hits mostly activators | 420,000 tested, 0.02% active; also: potency is read from the fitted curve at half-maximal effect; series mostly up to about 76 µM; % of control where 0% means no effect; nearly all actives have a fitted effect of over 35% in size
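ERSR induction read as luciferase luminescence (Bright-Glo, 10 min at room temperature) in stably transfected human U87-MG glioma cells exposed to compounds for 16 h, using GRP78 as sensor.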
LDHA inh: qHTS assay for inhibitors of human lactate dehydrogenase. purified LDHA, NADH/diaphorase-resazurin fluorescence; hits give low values. activity change, % (values are at about 110 or 230 µM). 480,000 tested, 0.15% active; in the data active = activity change below about -30%; inconclusive = mostly about -25% to -30%;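 also: plate controls were DMSO wells for no effect and wells without enzyme for full effect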
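Remaining NADH was detected by diaphorase (0.133 mg/mL) converting 37 µM resazurin to fluorescent resorufin, read at 0 and 20 minutes. The preceding 5-minute room-temperature reaction used 2 nM LDHA, 0.2 mM sodium pyruvate and 0.06 mM NADH at pH 7.4.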
RXFP1 ag: qHTS Assay for Agonists of the Relaxin Receptor RXFP1. Relaxin receptor 1 (Homo sapiens), Q9HBX9. HEK293T-RXFP1 cAMP TR-FRET, 30 min; response scale: percent of porcine relaxin response, buffer zero. Potency, µM (doses to about 57.5 µM), for the others: at the top dose activation, usual class: activators. 370,000 tested, 0.3% active. AID 2676, 2010; also: potency is read from the fitted curve at half-maximal effect; % is scaled to controls: 0 for no effect and ±100 for the full control effect; nearly all actives have a fitted effect of over 60% in size; many of its hits are not listed in these tables
Target sequence (Q9HBX9 whole entry, looked up): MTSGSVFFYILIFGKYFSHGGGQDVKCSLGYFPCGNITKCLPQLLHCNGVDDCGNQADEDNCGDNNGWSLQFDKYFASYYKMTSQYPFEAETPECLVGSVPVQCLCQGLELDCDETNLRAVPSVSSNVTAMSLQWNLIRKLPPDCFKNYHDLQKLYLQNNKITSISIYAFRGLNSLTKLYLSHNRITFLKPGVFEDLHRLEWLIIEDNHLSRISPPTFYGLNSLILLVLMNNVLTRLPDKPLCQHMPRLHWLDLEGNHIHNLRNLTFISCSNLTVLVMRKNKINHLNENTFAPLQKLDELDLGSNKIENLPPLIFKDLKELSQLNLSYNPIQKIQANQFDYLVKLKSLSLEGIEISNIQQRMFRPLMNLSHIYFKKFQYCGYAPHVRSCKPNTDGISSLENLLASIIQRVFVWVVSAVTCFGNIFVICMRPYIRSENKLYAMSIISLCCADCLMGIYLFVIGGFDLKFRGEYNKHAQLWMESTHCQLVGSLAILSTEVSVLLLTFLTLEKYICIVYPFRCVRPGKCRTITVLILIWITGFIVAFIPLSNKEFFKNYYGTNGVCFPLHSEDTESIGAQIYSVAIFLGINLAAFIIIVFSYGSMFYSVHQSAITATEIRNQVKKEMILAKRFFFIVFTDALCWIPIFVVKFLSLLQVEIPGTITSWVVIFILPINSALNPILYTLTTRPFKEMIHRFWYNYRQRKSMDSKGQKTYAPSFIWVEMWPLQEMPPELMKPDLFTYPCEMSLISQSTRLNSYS
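HEK293T cells stably expressing RXFP1 were pretreated with the PDE4 inhibitor Ro 20174, exposed to compounds for 30 min at 37C, lysed, and cAMP was read by TR-FRET. Data normalized to buffer (basal) and 29 nM porcine relaxin (100%).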
Vif-APOBEC3F blk: qHTS for Inhibitors of Vif-A3F Interactions: qHTS; HeLa A3F-eYFP + Vif (tagged APOBEC3F with the HIV-1 protein that degrades it), YFP fluorescence increase; Potency, µM (highest dose often 46.1 µM), for the others: at the highest dose activity, negative = active; 390,000 tested, 0.2% active; AID 602313, 2012; also: potency is read from the fitted curve at half-maximal effect; % of control where 0% means no effect; nearly all actives have a fitted effect of over 65% in size
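Fluorescence increase (Ex 488/Em 500-530) after overnight compound treatment at 37 deg C flags inhibition of Vif-driven A3F-eYFP loss in stable HeLa A3F-eYFP/Vif cells seeded overnight beforehand.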
D2 potentiator: HTS Assay for Positive Allosteric Modulators of the Human D2 Dopamine Receptor: Primary Screen for Potentiators. D(2) dopamine receptor (Homo sapiens), P14416. HEK293 T-REx D2, calcium flux, EC20 dopamine potentiation. potentiation, % at 10 µM. 340,000 tested, 0.34% active;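 active = potentiation over 3 SD above the plate norm, cut at about 30% in these data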; also: 0% is about no effect
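Tetracycline-induced HEK293 T-REx cells force-coupled to calcium signalling expressed D2; compounds were pin-added after a 10 s baseline, read kinetically 180 s, then an EC20 dopamine challenge followed with a further 180 s calcium read.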
D1 agonist: Allosteric Agonists of the Human D1 Dopamine Receptor: qHTS. D(1A) dopamine receptor (Homo sapiens), P21728. HEK293 T-REx D1 cells, calcium flux, agonist mode. activation, % at 2 µM. 360,000 tested, 1% active. AID 504660, 2011; in the data active = activation above about 30%; also: 0% is about no effect
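Inducible HEK293 T-REx D1 cells, force-coupled to calcium signalling, were plated at 4000 cells/well with tetracycline and held overnight at 30 C. After no-wash calcium dye loading, compound-evoked calcium rise over 180 s flagged agonists.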
D1 antagonist: Antagonist of Human D 1 Dopamine Receptor: qHTS | 360,000 tested, 3.2% active | AID 504652, 2011 | activity change, negative = inhibition, % at 10 µM | HEK293 TREx D1 cells, calcium flux, dopamine EC80; hits give low values; in the data active = activity change below about -30%; also: % is scaled to controls: 0 for no effect and ±100 for the full control effect
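Compound effects on dopamine-evoked calcium signalling were measured in tetracycline-induced HEK293 Trex D1 cells. Dopamine at EC80 followed a 180 s compound pre-read, and fluorescence was tracked kinetically for 180 s more.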
Vif-A3G inh: qHTS for Inhibitors of Vif-A3G Interactions: qHTS; HeLa A3G-eYFP + Vif (tagged APOBEC3G with the HIV-1 protein that degrades it), YFP fluorescence, overnight; Potency, µM (top dose mostly 46.1 µM), for inactives: top-dose activity, negative = active, actives largely listed as inhibitors; 410,000 tested, 0.076% active; AID 602310, 2012;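 also: potency is read from the fitted curve at half-maximal effect; % is scaled to controls: 0 for no effect and ±100 for the full control effect; nearly all actives have a fitted effect of over 60% in size; hits raise eYFP signal because A3G escapes Vif-driven loss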
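Read-out is eYFP fluorescence (Ex 488/Em 500-530) from Vif-expressing HeLa A3G-eYFP cells; more signal means A3G escaped Vif-mediated degradation. Cells plated overnight, compound pinned in, incubated overnight at 37 deg C.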
An asterisk follows results filed as active; ? = inconclusive; . = no result given; & = joins results of further samples. Unless noted, calls follow the shape of the dose curve; as a rule, active = well fitted curve in the direction sought with a large enough effect; inconclusive = small, poorly fitted or top-dose-only effect, or another doubt; inactive = no such curve, though single readings can be large; an effect the other way counts as inactive or inconclusive. Not all compounds are listed; count on the stated rates, not on these rows.

SMILES	D1 potentiator	Glioma ERSR ind	LDHA inh	RXFP1 ag	Vif-APOBEC3F blk	D2 potentiator	D1 agonist	D1 antagonist	Vif-A3G inh
CCn1c(=O)c(=O)n(CC)c2cc(N3CCCCC3)c(NC(=O)c3cccc(F)c3)cc21	8	0%	6	0.4%	-9%	-8	0	4	1%
Cc1ccc(Nc2nc3c(S(=O)(=O)c4ccccc4)nnn3c3ccsc23)c(C)c1	-4	-3%	-12	?	-5%	-1	2	1	6%
Cc1nc2nc(COc3ccccc3)[nH]n2c(=O)c1Cl	-1	-10%	-14	-2.7%	0%	5	1	2	0%
CCOC(=O)c1sc(NC(=O)CCN2CC(C)OC(C)C2)c(C(=O)OCC)c1C (stereo not given)	3	.	.	0.5%	.	-4	2	-4	.
CC1=C(C(=O)OCC2CCCCC2)C(c2cccc(Cl)c2Cl)CC(=O)N1 (stereo not given)	0	0%	-1	-0.3%	6%	0	3	6	3%
COc1ccccc1N1CCN(C(=O)CCCn2c(=S)[nH]c3ccccc3c2=O)CC1	.	-2%	-3	.	-1%	.	.	.	4%
COc1ccc(-n2c(C)cc(C(=O)COC(=O)Cc3n[nH]c(=O)c4ccccc34)c2C)cc1	-7	-2%	-2	-0.9%	-10%	1	12	-15	0%
COc1ccc(S(=O)(=O)Cc2ccc(C(=O)N3CCOCC3)o2)cc1	3	-2%	-2	-2.2%	0%	.	4	-3	4%
CC(=O)Nc1ccc(S(=O)(=O)N(C)CC(=O)OC(C)C(=O)NC2CCCCC2)cc1 (stereo not given)	0	-4%	-1	0.0%	6%	8	2	3	-1%
CCN(CC(=O)Nc1ccccc1C(F)(F)F)C(=O)c1cc(S(=O)(=O)N2CCCCCC2)ccc1OC	-5	-3%	-9	0.9%	-3%	0	0	2	-1%
CSc1nc(-c2ccc(C)cc2)nc(N)c1C#N	-1	-6%	-3	16%	-3%	0	8	14	-12%
O=C(O)CCCNC(=O)Nc1ccccc1	-2	-4%	-3	1.2%	6%	-1	-2	2	1%
Nc1nc(-c2ccccc2)c(CCCOc2ccc(NC(=O)CBr)cc2)c(=O)[nH]1	.	-2%	-12	.	10%	.	.	.	-2%
O=C(Nc1cccc(O)c1)C1CCCN1C(=O)OCc1ccccc1 (stereo not given)	8	-2%	-7	0.2%	-2%	-8	1	-1	1%
CN(CC(=O)Nc1ccc(F)cc1)C(=O)CSc1ncccn1	2	-4%	-1	0.5%	4%	6	1	7	1%
CCCn1c(N)c(N(CCOC)C(=O)c2cc3c(s2)CCCCC3)c(=O)[nH]c1=O	-2	-5%	-4	0.6%	-6%	-1	3	1	-2%
CN(CC(=O)Nc1ccc(F)cc1F)S(=O)(=O)c1ccc(C(=O)N2CCOCC2)s1	1	-3%	-1&-5	0.8%	11%	-1	1	5	1%
Cc1ccc(Cn2cc(S(=O)(=O)c3ccc(C(C)C)cc3)c(=O)c3cc4c(cc32)OCO4)cc1	4	-5%	-1	1.9%	-19%	8	5	0	-6%
C=CCc1cc(Cl)ccc1OCCNCCCOC	-7	-5%	-12	1.9%	1%	-33	7	-16	0%
Cc1ccc(S(=O)(=O)N2CCOC2CNC(=O)C(=O)NCCc2ccccc2)cc1 (stereo not given)	-1	-3%	-1	-0.7%	-11%	-2	-1	-8	-6%
COc1cc(/C=N/NC(=O)c2cc(-c3cccn3C)n[nH]2)cc(OC)c1OC	4	1%	0	1.6%	-27%	-6	2	2	?
O=C1CC(c2ccco2)CC(O)=C1C=Nc1cc(Cl)ccc1Cl (stereo not given)	0	-2%	3	-0.7%	-1%	-3	1	4	2%
COc1ccc(-n2sc3c(c2=S)-c2cc(OC)ccc2NC3(C)C)cc1	7	-7%	-4	-2.1%	2%	-2	2	7	0%
O=C(/C=C/c1ccco1)Nc1ccccc1N1CCCC1	3	2%	0	0.4%	-25%	-5	2	9	-4%
CNC(=O)CC1C(=O)N(c2ccc(Cl)cc2)C(=S)N1NC(=O)c1cccc(F)c1 (stereo not given)	-7	3%	-2	0.1%	3%	6	0	-5	-4%

Already shown: two of the compounds above.
SMILES	D1 potentiator	Glioma ERSR ind	LDHA inh	RXFP1 ag	Vif-APOBEC3F blk	D2 potentiator	D1 agonist	D1 antagonist	Vif-A3G inh
O=C(/C=C/c1ccco1)Nc1ccccc1N1CCCC1	3	2%	0	0.4%	-25%	-5	2	9	-4%
CNC(=O)CC1C(=O)N(c2ccc(Cl)cc2)C(=S)N1NC(=O)c1cccc(F)c1 (stereo not given)	-7	3%	-2	0.1%	3%	6	0	-5	-4%

New compounds follow
SMILES	D1 potentiator	Glioma ERSR ind	LDHA inh	RXFP1 ag	Vif-APOBEC3F blk	D2 potentiator	D1 agonist	D1 antagonist	Vif-A3G inh
CCC(=O)OCC(=O)N=c1sccn1Cc1ccccc1Cl	-5	-2%	2	0.9%	-29%	7	0	-15	2%
Cc1nc2ncnn2c(C)c1Cc1ccc(Cl)cc1	-1	-6%	0	-0.1%	-3%	2	-1	-3	1%
O=C(CNC(=O)c1ccccc1F)NC1CCN(Cc2ccccc2)CC1	-4	-3%	-10	-1.1%	3%	0	0	-13	6%
COC(=O)C1=CN(c2ccc(F)cc2)C=C(C(=O)OC)C1c1ccc([N+](=O)[O-])cc1	-1	-3%	1	3.8%	-3%	2	5	-21	-2%
O=C(Nc1cccc2nsnc12)c1ccc(-c2cccc(Cl)c2)o1	2	4%	14	7.5%	.	1	5	1	?
O=C1N=C(N2C=CC(=C3C=CNC=C3)C=C2)/C(=C/N=NC(=O)c2ccccc2O)S1	4	2%	5	8.8%	-3%	20	8	2	0%
O=C(O)Cn1cc(C(=S)N2CCOCC2)c2ccccc21	-4	-2%	1	-0.1%	-22%	0	0	-6	-5%
CC1(C)NC(=O)N(CC(O)COc2ccc(-c3ccc(C#N)cc3)cc2)C1=O (stereo not given)	-2	-4%	-7	2.6%	10%	13	3	14	1%
C[C@]1(C(=O)O)C=C[C@@H](Cc2ccccc2)N1C(=O)c1ccccc1	-1	-4%	-1	-0.5%	-1%	.	-3	18	0%
CCCn1cc(S(=O)(=O)c2ccccc2)c(=O)c2cc(F)c(N3CCCCC3)cc21	7	-3%	-8	0.2%	3%	7	-2	4	4%
CCNc1nc(NCC)nc(C(=O)NN)n1	7	5%	8	0.2%	-3%	.	0	2	2%
Cc1ccc2c(c1)Cc1c(nc(-c3ccc(Cl)cc3)nc1SCC(=O)N1CCCCC1)O2	1	-2%	-9	-0.2%	-21%	-5	0	0	1%
O=C(O)c1c(NC(=O)c2cccc3ccccc23)sc2c1CCC2	9	-2%	-12	-1.2%	8%	5	1	20	-1%
COc1ccc(OC)c(N/C=C/C(=O)c2ccccc2)c1	-1	-13%	4	0.1%	3%	3	9	-17	3%
CCC(=O)Nc1ccc(C(=O)NNC(=O)c2cc(OC)c(OC)c(OC)c2)cc1	8	-4%	-4	-0.6%	6%	-14	3	3	1%
Cc1cc(C)n(C(=O)COc2ccc(Cl)cc2Cl)n1	7	-1%	-5	-4.0%	1%	-3	2	10	-1%
COC(=O)c1sccc1NC(=O)CC1C(=O)NCCN1C(=O)Nc1ccc(F)cc1F (stereo not given)	-4	-6%	-8	-3.1%	-3%	-5	1	2	-2%
Cc1ccc(Cc2cnc(N)s2)o1	-1	0%	16	1.0%	-1%	12	2	-8	-8%
Nc1nc(-c2cccnc2)nn1C(=O)Cc1ccccc1	6	-4%	-4	0.3%	-12%	8	4	-2	-4%
COc1cccc(C(=O)Nc2nc3nc(C)c(C)c(=O)n3[nH]2)c1	2	-3%	-4	-3.3%	-1%	10	5	-5	6%
CC(=O)c1ccc(Oc2nc(-c3cccnc3)nc3ccccc23)cc1	-4	-5%	-6	6.3%	5%	-22	0	4	-6%
Cc1ccc(/C=C/S(=O)(=O)NCC(=O)OCC(=O)NCc2ccccc2)cc1	-3	0%	-10	0.2%	-27%	1	6	-22	-1%
CCOc1ccc(OCC)c(NC(=O)CN2CCN(c3cccc(C)c3)CC2)c1	-6	-2%	-24	1.1%	-15%	-6	2	9	-18%

7 entries picked at random from the list so far, as already listed:
SMILES	D1 potentiator	Glioma ERSR ind	LDHA inh	RXFP1 ag	Vif-APOBEC3F blk	D2 potentiator	D1 agonist	D1 antagonist	Vif-A3G inh
Cc1nc2ncnn2c(C)c1Cc1ccc(Cl)cc1	-1	-6%	0	-0.1%	-3%	2	-1	-3	1%
CC1(C)NC(=O)N(CC(O)COc2ccc(-c3ccc(C#N)cc3)cc2)C1=O (stereo not given)	-2	-4%	-7	2.6%	10%	13	3	14	1%
O=C1N=C(N2C=CC(=C3C=CNC=C3)C=C2)/C(=C/N=NC(=O)c2ccccc2O)S1	4	2%	5	8.8%	-3%	20	8	2	0%
CCNc1nc(NCC)nc(C(=O)NN)n1	7	5%	8	0.2%	-3%	.	0	2	2%
CCC(=O)OCC(=O)N=c1sccn1Cc1ccccc1Cl	-5	-2%	2	0.9%	-29%	7	0	-15	2%
O=C(O)Cn1cc(C(=S)N2CCOCC2)c2ccccc21	-4	-2%	1	-0.1%	-22%	0	0	-6	-5%
COC(=O)c1sccc1NC(=O)CC1C(=O)NCCN1C(=O)Nc1ccc(F)cc1F (stereo not given)	-4	-6%	-8	-3.1%	-3%	-5	1	2	-2%
